sPLA2-III inh: Inhibits HGIII-sPLA2 liposome hydrolysis, primary screen; QFRET BODIPY PC-A2 liposome hydrolysis, fluorescence; inhibition, % at 12.2 µM; actives 0.56% (n = 370,000);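 active means inhibition above mean plus 3 SD of compounds lying within the high and low control bounds, cut at about 19% in these data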;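 further: 0% = median of test compound wells and 100% = no enzyme DMSO wells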
NPR2 activator: GC-B (human) receptor activation; AID 1920062; activation, % at 10 µM; P20594; HEK293-GC-B cells, CNP EC30, cGMP TR-FRET; 0% at EC30 CNP, 100% saturating CNP; actives 0.11% (n = 370,000);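 active means activation at 10 µM reaching about 35% in either raw or pattern-adjusted values, limit read from the data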
rCAG RNA binder: r(CAG) repeat RNA binding | TO-PRO-1 dye displacement fluorescence | inhibition, % at 3 µM | actives 1.3% (n = 370,000);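 active means inhibition above the plate cutoff, the mean of all test compounds on that plate plus 3 SD, cut at about 35% in these data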;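 further: 0% = DMSO alone and 100% = 100 µM mitoxantrone as full dye displacement; higher means more dye released from RNA so lower well fluorescence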
ARFGAP1 inh: rat ARFGAP1 inhibition; Arfgap1-stimulated ARF1 GTP hydrolysis, GDP FP detection; actives 0.26% (n = 360,000); AID 651572; inhibition, % at 16.5 µM; Q62848;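 active means inhibition above a per-plate limit, mean inhibition of low control wells plus 3 SD, cut at about 25% in these data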;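 further: 0% = DMSO wells with enzyme and 100% = wells lacking Arfgap1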
Target sequence (Q62848 1-136 limits assumed): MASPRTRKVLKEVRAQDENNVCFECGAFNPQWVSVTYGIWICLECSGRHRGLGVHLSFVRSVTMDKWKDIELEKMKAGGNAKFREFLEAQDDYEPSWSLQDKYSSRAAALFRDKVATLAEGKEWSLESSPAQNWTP
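System: truncated rat Arfgap1 GAP domain / Medium: HEPES-based buffer, pH 7.5 / Also added: N-terminally truncated human ARF1-GTP substrate / Incubation: enzyme reaction 120 min at 25 °C after 20 min preincubation / Measured by: FP of antibody-bound GDP Alexa 633 tracer, ex 620/em 688 nm / Replicates: singlicate, each compound tested once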
ADAM10 inh: inhibits human ADAM10 | O14672 | actives 0.62% (n = 370,000) | AID 720582 | inhibition, % at 7 µM | recombinant ADAM10, EDANS/DABCYL FRET peptide cleavage, 3 h;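 active means inhibition above a per-campaign cutoff equal to the mean of compounds falling between control-based bounds plus 3 SD, cut at about 20% in these data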;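 further: 0% = DMSO wells while the 100% control is not disclosed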
Target sequence (O14672 214-748 limits assumed): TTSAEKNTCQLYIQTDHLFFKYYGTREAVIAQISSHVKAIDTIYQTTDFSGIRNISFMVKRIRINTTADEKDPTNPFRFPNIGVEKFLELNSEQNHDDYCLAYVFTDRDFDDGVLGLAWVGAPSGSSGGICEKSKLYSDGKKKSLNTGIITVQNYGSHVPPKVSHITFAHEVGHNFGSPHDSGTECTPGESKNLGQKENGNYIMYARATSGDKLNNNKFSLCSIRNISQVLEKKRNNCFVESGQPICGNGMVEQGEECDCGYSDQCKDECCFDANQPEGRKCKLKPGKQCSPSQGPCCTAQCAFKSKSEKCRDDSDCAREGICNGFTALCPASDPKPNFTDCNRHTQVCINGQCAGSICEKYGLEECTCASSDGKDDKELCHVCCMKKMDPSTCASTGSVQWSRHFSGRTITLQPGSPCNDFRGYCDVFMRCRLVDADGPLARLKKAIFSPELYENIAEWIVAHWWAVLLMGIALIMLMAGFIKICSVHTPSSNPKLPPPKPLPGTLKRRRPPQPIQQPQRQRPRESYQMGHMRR
GAA850 FXN act: frataxin GAA850 promoter activation. HEK293 lucGAA850 FXN promoter luciferase reporter, 24 h; percent of 10 µM SAHA response. activation, % at 6 µM. actives 0.56% (n = 360,000). AID 540364;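 active means activation above the average of all compounds screened plus 3 SD, cutoff fixed separately per campaign, cut at about 7.5% in these data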;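 further: 0% = DMSO wells and 100% = 10 µM SAHA wells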
ASAP1 inh: ASAP1 ArfGAP inhibition; AID 624377; inhibition, % at 16.5 µM; ASAP1-stimulated ARF1 GTP hydrolysis, GDP FP detection; Q9ULH1; actives 0.19% (n = 360,000); in the data active means inhibition above about 25%;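 further: 0% = vehicle with enzyme and substrate and 100% = no enzyme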
KLK7 zymogen act: activators of human kallikrein-7 zymogen. P49862. AID 652039. actives 0.9% (n = 370,000). purified proKLK7, EDANS-DABCYL substrate fluorescence; 100% is mature enzyme control, 0% vehicle. activation, % at 7 µM;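 active means activation above the mean of all tested compounds plus 3 SD, computed per campaign excluding outliers beyond control limits, cut at about 13% in these data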
Target sequence (P49862 whole entry, looked up): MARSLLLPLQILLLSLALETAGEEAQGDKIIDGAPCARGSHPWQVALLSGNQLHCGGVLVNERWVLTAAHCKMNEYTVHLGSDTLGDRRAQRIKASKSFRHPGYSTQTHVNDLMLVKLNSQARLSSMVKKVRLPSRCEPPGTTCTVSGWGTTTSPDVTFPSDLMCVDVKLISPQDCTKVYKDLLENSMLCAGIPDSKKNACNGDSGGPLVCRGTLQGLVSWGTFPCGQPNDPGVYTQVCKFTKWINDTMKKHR
GC-A act: GC-A (human) enzyme activation. P16066. HEK293 GC-A cells, cGMP TR-FRET, EC30 ANP; 0% at EC30 ANP, 100% saturating ANP. activation, % at 10 µM. actives 0.14% (n = 370,000); in the data active means activation above about 40%
DDE Tn6 FP inh: inhibitors of Tn6 peptide binding to human fibrin DD(E). P02675. Fibrin DD(E) TRITC-Tn6 fluorescence polarization displacement. inhibition, % at 8.3 µM. actives 0.21% (n = 370,000). AID 720509;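 active means inhibition above a per-campaign cutoff: mean of compounds within control limits plus 3 SD, cut at about 15% in these data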;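 further: 0% = median of all compound wells on the plate and 100% = blocking peptide control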
Starred values were filed as active, the others as inactive; i = inactive; · = no result given; & = joins results of further samples.

SMILES	sPLA2-III inh	NPR2 activator	rCAG RNA binder	ARFGAP1 inh	ADAM10 inh	GAA850 FXN act	ASAP1 inh	KLK7 zymogen act	GC-A act	DDE Tn6 FP inh
O=C(Cc1ccc(N2CCNC2=O)cc1)N1CCCC(Nc2cccc(F)c2)C1 (configuration not stated)	-4	-9	1	-8	-1	-2.5	-6	0.6	-2	-4
O=C(NC(=S)Nc1ccccc1N1CCCC1)c1ccc(-c2cccc([N+](=O)[O-])c2)o1	-6	0	15	19	20*	-0.6	15	-0.4	-1	-4
O=C1CS(=O)(=O)N(Cc2ccc(F)cc2)c2ccccc21	-38	1	41*	-7	10	-1.2	6	-0.3	2	-7
Clc1ccc(COn2c(-c3ccc(Cl)cc3Cl)nc3ncccc32)cc1	-1	-25	2	4	4	-3.3	0	0.0	-23	-14
CCOc1cc(C)c(S(=O)(=O)NC2CCCCC2)cc1C	-21	1	-2	6	7	0.9	10	0.4	2	-1
O=S(=O)(c1ccc(-c2cn3ccccc3n2)cc1)N1CCOCC1	5	1	7	-6	i	0.4	-3	16*	3	1
Cc1ccc(S(=O)(=O)NCCC(=O)N2CCC(C(N)=O)CC2)cc1C	0	3	-3	3	0	-0.3	6	0.0	4	4
COC(=O)CC1SC(=O)NC1=Nc1ccc(OC)cc1 (configuration not stated)	-8	-7	4	-3	7	-0.6	-3	0.1	0	-3
COc1cc(/C=N/NC(=O)c2ccc(NC(=O)C3CC3)cc2)ccc1OC(C)=O	0	1	-4	8	6	1.6	-4	0.3	1	-7
CCCCOc1cccc(C2(C(=O)O)CCCC2)c1	2	6	4	-5	2	-0.8	-6	-0.3	6	4
Cc1ccc(C(=O)Nc2cccc(C(F)(F)F)c2)cc1NC(=O)c1nccn1C	8&6	4&0	2&-3	-6&3	-5&8	-0.8&2.4	-1&-5	-2.1&-8.6	3&-1	6&8
O=S(=O)(c1ccc(N2CCOCC2)c(Cl)c1)N1CCOCC1	5	1	-4	-1	-6	0.1	-22	0.4	0	12
Cc1cc(C)n(-c2ccc(C(=O)OCC(=O)Nc3cc(Cl)ccc3[N+](=O)[O-])cc2)n1	0	2	4	7	1	3.5	9	0.3	-2	-1
CCOc1ccc(OCCCCNC(C)(C)C)cc1	4	0	-1	7	-3	-2.0	7	-0.3	6	8
CC(C(=O)NCc1ccccn1)c1ccc([N+](=O)[O-])cc1 (configuration not stated)	3	7	0	3	12	-0.9	4	0.4	0	1
CCOc1ccc(C(C(=O)NC2CCCC2)N(C(=O)c2snc(C(N)=O)c2N)C2CCCC2)cc1 (configuration not stated)	7	-4	5	2	-11	-0.2	2	-0.4	-8	-2
CN(C)S(=O)(=O)N(CC(=O)N1CCN(c2ccccc2F)CC1)c1ccccc1	4	-2	-5	-5	-11	0.6	-2	-0.2	-3	-1
COc1ccc(NC(=O)N2c3ccccc3CC2C)cc1OC (configuration not stated)	-4	-4	2	11	5	0.0	9	0.2	-1	-4
CCn1cc(C(=O)O)c(=O)c2cc(F)c(N3CCN(C(=S)Nc4ccc(OC)cc4)CC3)cc21	-1	-1	1	6	-26	-0.5	-13	-0.1	-4	1
CCOc1ccc(NC(=O)Nc2cccnc2)cc1	0	-4	7	-3	11	3.6	-5	0.4	-4	-1
CN(C)C(=O)CCC(=O)N(C)CC1CCCN(CCc2ccc(F)cc2)C1 (configuration not stated)	-3	1	-6	1	-14	0.1	6	-0.3	2	8
O=C(/C=C/c1ccc(Cl)cc1Cl)NCCN1CCOCC1	-1	-3	0	1	2	1.4	-1	0.5	6	-6
CN1C(C(=O)NCc2ccco2)CC2Cn3c(nc4cc5ccccc5cc43)C21 (configuration not stated)	-4	-3	4	5	-21	0.1	4	0.5	3	8
O=C(COC(=O)/C=C/c1ccccc1Cl)NC(=O)NC1CCCC1	-8	-6	-7	5	-6	2.4	2	0.6	1	-1
O=C(N/N=C/c1ccccc1OC(=O)N1CCOCC1)c1cccs1	0	0	1	1	-2	5.7	-3	-0.7	0	-2
O=C(c1ccc(S(=O)(=O)N2CCCCCC2)cc1)N1CCC(CN2C(=O)c3cccc4cccc(c34)C2=O)CC1	-7	4	4	6	-15	1.3	6	-0.2	2	0
COc1ccc2c(c1OC)C(=O)OC2Nn1cncn1 (configuration not stated)	1	-3	2	-4	-11	0.6	12	0.1	4	-5
O=C(c1ccc(S(=O)(=O)NCc2ccco2)cc1)N1CCCC(C(F)(F)F)C1 (configuration not stated)	-8	2	-1	-7	-1	0.7	-8	0.3	2	5
Cc1ccc(NC(=O)COC(=O)CCn2c(C)csc2=O)c([N+](=O)[O-])c1	3	1	-2	2	-7	0.9	-12	-0.1	0	4
O=C(COC(=O)c1n[nH]c(=O)c2ccccc12)NC1CCCCC1	7	0	1	7	0	0.2	7	0.3	-3	-4
CCOc1ccc(CNC(=O)c2ccc(Sc3ccc(C)cc3)c(NC(C)=O)c2)cc1	-34	-6	3	7	0	3.1	-16	0.0	0	-2
O=S(=O)(c1cccc2cccnc12)N1CCC(c2cn3ccccc3n2)CC1	-4	4	5	·	-37	·	·	-1.1	0	-6
c1ccc2sc(NC3=NCN(CCN4CCOCC4)CN3)nc2c1	-2	-1	-3	-1	13	1.8	-3	0.6	-5	-5
CCOc1ccccc1N(CC(=O)NCc1ccncc1)S(=O)(=O)c1ccccc1	3	4	3	-6	7	2.2	7	0.3	2	4
COc1ccc(C(C(=O)NC(C)(C)C)N(C(=O)Cn2nnc3ccccc32)c2ccc(C(C)=O)cc2)cc1O (configuration not stated)	-29	2	-1	1	-5	-0.2	-2	0.0	-5	6
CC(=O)c1ccc(N2CCN(C(=O)COc3ccccc3F)CC2)c(F)c1	-2	-4	-1	-5	0	1.0	-5	0.0	-6	5
O=C(CC1S/C(=N/N=C2CCCCCC2)NC1=O)Nc1ccccc1C(F)(F)F (configuration not stated)	6	-3	3	-4	-2	-0.1	-6	-0.4	7	2
O=[N+]([O-])c1ccccc1Nc1nc(-c2cccnc2)cs1	6	-15	2	1	12	9.1*	6	-0.2	-43	4
O=C(CN1C(=O)/C(=C/c2ccccc2F)Sc2ccccc21)NCc1cccnc1	-2	0	-1	5	-7	1.7	5	-1.1	5	0
COC(=O)c1cccc(NC(=O)/C=C/c2cccc([N+](=O)[O-])c2)c1	-4	3	4	-4	4	-2.3	12	-0.7	23	1

Marked active in ADAM10 inh, among the entries above:
molecule | sPLA2-III inh | NPR2 activator | ARFGAP1 inh | ADAM10 inh | ASAP1 inh | KLK7 zymogen act | GC-A act | DDE Tn6 FP inh
O=C(NC(=S)Nc1ccccc1N1CCCC1)c1ccc(-c2cccc([N+](=O)[O-])c2)o1 | -6 | 0 | 19 | 20* | 15 | -0.4 | -1 | -4

More structures follow.
SMILES	sPLA2-III inh	NPR2 activator	rCAG RNA binder	ARFGAP1 inh	ADAM10 inh	GAA850 FXN act	ASAP1 inh	KLK7 zymogen act	GC-A act	DDE Tn6 FP inh
O=C(Nc1cc(N2CCOCC2)ncn1)Nc1cccc2ccccc12	-1	-3	1	6	-1	3.5	-7	-0.8	11	0
C/C(=N/NC(=O)C1CC1(c1ccccc1)c1ccccc1)c1cccs1 (configuration not stated)	-7	0	-1	-10	1	4.7	9	0.3	-2	-6
CN(C)c1ccc(/C=N/n2c(C3CCCCC3)n[nH]c2=S)cc1	12	10	8	-6	-8	3.1	17	0.1	1	-2
COc1cc(/C=N/NC(N)=S)ccc1OCC(=O)N1CCOCC1	3	2	-2	9	-8	-2.0	3	0.4	-3	-3
O=C(Nc1ccc2ccccc2n1)Nc1cccs1	2	-3	2	-4	3	2.5	3	0.1	-1	8
O=C(COC(=O)c1cnccn1)NCc1ccccc1	0	0	4	-3	-9	-2.0	3	0.0	5	3
Cc1ncoc1C(=O)Nc1ccccc1C(N)=O	2	4	0	-7	-12	0.6	11	0.5	0	6
O=C(NCc1ccc(OC(F)(F)F)cc1)C1CC2Cn3c(nc4ccccc43)C2N1c1ccccc1 (configuration not stated)	-1	6	0	-2	1	0.6	-9	0.8	-1	-6
CCN1CCc2nc(NC(=O)c3ccc(S(=O)(=O)N(C)C)cc3)sc2C1	-2	5	-2	-3	-5	1.3	13	-0.4	1	4
COc1ccc(C(=O)N/C(=C\c2cn(C)c3ccccc23)C(=O)NCCCN2CCOCC2)cc1	6	-3	0	6	3	2.7	-7	0.4	-4	-11
CCCCC1CCC(C(=O)Nc2ccccc2)CC1 (configuration not stated)	2	-1	-2	5	0	-0.2	-2	-0.6	5	8
O=C(COc1ccccc1)Nc1nnc(-c2ccco2)o1	-1	-4	3	-1	0	1.9	-1	0.0	-1	-2
O=C(NCCCN1CCOCC1)c1ccc(N2CCOCC2)c([N+](=O)[O-])c1	1	-7	-1	-1	6	-0.2	-2	0.0	1	6
OCc1ccccc1Cn1ccnc1	4	0	2	7	-12	0.0	-25	0.0	2	-6
Cc1cccc2cc(C#N)c(SCC(=O)NNC(=O)Cc3ccccc3)nc12	6	-4	1	5	-3	-3.1	3	-0.2	4	1
CSc1nsc(SC)c1C(=O)OCC(F)(F)F	-1	-6	2	-11	1	1.6	-6	0.1	-6	0
Cn1ccc(C(=O)OCC(=O)Nc2ccccc2)n1	2	3	-2	-3	4	-2.3	5	0.0	4	-1
COc1ccccc1N1CCN(C2CCN(S(=O)(=O)c3ccc(C)cc3)CC2)CC1	-6	4	-3	-4	4	-1.8	-6	0.5	-6	-2
CCOc1ccccc1NC(=S)NCCCn1ccnc1	2	0	-1	12	-1	-0.7	4	0.6	-6	3
Cc1oc2c(cc(NS(=O)(=O)c3ccc(C(C)C)cc3)c3ccccc32)c1C(=O)O	-28	-1	54*	-2	6	0.6	0	-0.7	2	-2
COc1ccc(-c2noc(CCN3C(=O)c4ccccc4C3=O)n2)cc1OC	2	0	-2	9	-1	-0.9	5	-0.6	3	3
CC(C)(CNC(=O)CC1C(=O)NCCN1Cc1cccc(F)c1F)N1CCOCC1 (configuration not stated)	6	3	-3	4	-7	1.4	15	-0.2	2	3
COc1ccccc1Nc1nc(Cl)c(C=O)s1	-8	-1	4	-6	2	11*	1	0.1	2	-8
O=C1NC(Cc2c[nH]c3ccccc23)C(=O)N1CCOc1ccccc1 (configuration not stated)	-53	2	-1	-4	7	-3.9	-14	-0.1	-3	4
COc1ccc(OC)c(C2=Nn3c(nnc3-c3cc(OC)c(OC)c(OC)c3)SC2)c1	-8	25	6	12	-5	-5.9	11	0.3	17	-3
Cc1ccc(C2Nc3ccccc3-c3nc4ccccc4n32)o1 (configuration not stated)	-23	-10	23	-4	i	2.9	5	-13	-33	1
Cc1ccc(NC(=O)CCl)cc1S(=O)(=O)N1CCCCCC1	-1	-1	1	3	-5	-4.6	-7	-0.1	-2	-3

Reprinted at random: 3 compounds from above.
SMILES	sPLA2-III inh	NPR2 activator	rCAG RNA binder	ARFGAP1 inh	ADAM10 inh	GAA850 FXN act	ASAP1 inh	KLK7 zymogen act	GC-A act	DDE Tn6 FP inh
COc1ccccc1Nc1nc(Cl)c(C=O)s1	-8	-1	4	-6	2	11*	1	0.1	2	-8
Cc1ccc(C2Nc3ccccc3-c3nc4ccccc4n32)o1 (configuration not stated)	-23	-10	23	-4	i	2.9	5	-13	-33	1
CC(C)(CNC(=O)CC1C(=O)NCCN1Cc1cccc(F)c1F)N1CCOCC1 (configuration not stated)	6	3	-3	4	-7	1.4	15	-0.2	2	3
